Assay outcomes deposited in PubChem BioAssay by Southern Research Specialized Biocontainment Screening Center.
H1N1 NS1A inhibition = H1N1 influenza NS1A inhibitors, functional cell based assay (AID 504329). NS1A functional cell-based assay, percent inhibition; higher % means a stronger effect. inhibition, % at 12.5 µM, or IC50 in µM where a hit was titrated. 340,000 tested, 0.3% active; in the data active = a potency from the dose series; inconclusive = inhibition above about 27% without an active follow-up result; also: strong numbers were not always called active
inhibitors of VEEV = inhibitors of VEEV TC-83 cytopathic effect, confirmation, Vero cells (AID 588727). inhibition, % at 20 µM; hits with a dose series show IC50 in µM. Vero cells, VEEV TC-83 cytopathic effect inhibition; higher % means a stronger effect. 350,000 tested, 0.13% active; in the data active = a potency from the dose series; inconclusive = inhibition mostly from about 14% at the one dose, without a potency; inactive = the rest, 99 in 100 with inhibition below about 12%; also: strong numbers were not always called active
tuberculosis growth = growth inhibition of non-replicating M. tuberculosis (AID 488890). Mycobacterium tuberculosis non-replicating, growth inhibition; higher % means a stronger effect. inhibition, % at 25 µM, or IC50 in µM where a hit was titrated. 320,000 tested, 0.39% active; in the data active = a potency from the dose series; inconclusive = inhibition mostly from about 82% at the one dose, without a potency; inactive = the rest, 99 in 100 with inhibition below about 76%;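 also: plate controls were DMSO cells for no effect and high antibiotic wells for full effect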
Salmonella PhoP GFP = PhoP regulon inhibitors, Salmonella typhi PhoP promoter GFP reporter, confirmatory (AID 1850); Salmonella Typhi PhoP-promoter GFP reporter, fluorescence, 4 h; higher % means a stronger effect; one-dose inhibition, % at 50 µM; IC50 in µM for titrated hits; 310,000 tested, 0.33% active; in the data active = a potency from the dose series; inconclusive = inhibition mostly from about 25% at the one dose, without a potency; inactive = the rest, 99 in 100 with inhibition below about 19%;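 also: 0% = induced wells with vehicle and 100% = uninduced wells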
M. tuberculosis HTS = M. tuberculosis growth inhibition, HTS (AID 449762); M. tuberculosis H37Rv growth inhibition, 7H9 media; higher % means a stronger effect; one-dose inhibition, % at 25 µM; IC50 in µM for titrated hits; 330,000 tested, 0.59% active; in the data active = a potency from the dose series; inconclusive = inhibition above about 70% without an active follow-up result;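 also: bacterial growth assessed after seven days of incubation; strong numbers were not always called active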
inhibitors of VEEV 10K pilot screen = also measured in inhibitors of VEEV; calls as there; inhibition, %; measured here: 10K pilot screen inhibition
* hit, by the source's call; i = inactive; ? = inconclusive; / = not tested or not shown; & = joins results of further samples.

SMILES	H1N1 NS1A inhibition	inhibitors of VEEV	tuberculosis growth	Salmonella PhoP GFP	M. tuberculosis HTS	others
CCC(C)n1[nH]c(=O)c2c(C)cc(C)nc21 (stereo unspecified)	-2.8%	1.8%	10.1%	-0.4%	8.6%
O=C1C(Cl)=C(N2CCOCC2)C(=O)N1c1cccc(Cl)c1	1.9%	i	?	-2.4%	3.48µM*
CCOc1ccc(NC(=O)C2CCN(S(C)(=O)=O)CC2)cc1	-1.1%	0.3%	11.0%	-0.3%	3.3%
CCn1c(C)nc2cc(C(=O)N/N=C/c3ccc(OC)c(O)c3)ccc21	-7.0%	2.9%	2.4%	-9.4%	-5.6%
Cc1ccc(-c2nc(NC(=O)CSc3ncn[nH]3)ns2)cc1	7.3%	1.8%	-0.1%	14.1%	-2.0%
COc1ccccc1CNC(=O)CN1C(=O)COc2ccc(S(=O)(=O)N3CCCCC3)cc21	10.6%	0.8%	26.2%	-1.7%	3.3%
CC(=O)Nc1ccc(OCC(O)Cn2nc(C)nc2C)cc1 (stereo unspecified)	-17.6%	i	-2.8%	0.0%	1.3%
COC(=O)C[C@H]1c2cc(F)ccc2S(=O)(=O)N1C(C)C	-22.5%	0.6%	8.4%	-4.4%	0.3%
Cc1cn(S(=O)(=O)c2cc(Br)ccc2Br)cn1	-0.3%	0.4%	-6.2%	-1.9%	-2.4%
COc1cccc(C2=NOC(C(=O)Nc3cccnc3Cl)C2)c1OC (stereo unspecified)	-3.5%	1.4%	41.7%	-1.3%	3.1%
COc1ccc(NC(=O)Nc2ccc3c(c2)C(=O)N([C@H](C)CO)C[C@H](C)[C@@H](CN(C)C(=O)Nc2c(C)noc2C)O3)cc1	8.1%	0.6%	8.9%	/	-7.2%
Cc1ccc(OCCn2cccc2/C=C2/C(=O)NC(=O)N(Cc3ccco3)C2=O)cc1	-13.3%	3.5%	?	-2.9%	-0.7%
O=C(Cn1cnc2c(NCc3ccccc3)ncnc21)NCc1nc2ccccc2[nH]1	-0.1%	0.9%	/	/	/
COc1cc(-c2ccc3oc(-c4ccsc4)cc3c2)cc(OC)c1OC	3.8%	0.4%	9.0%	11.2%	0.6%
O=C(NCc1cccs1)C(=O)NCC(c1ccco1)N1CCN(c2ccccc2F)CC1 (stereo unspecified)	-6.3%	2.9%	27.0%	-3.3%	-5.5%
COC(=O)c1cc(NC(=O)c2nccnc2C(=O)O)cc(C(=O)OC)c1	2.2%	0.8%	-19.6%	/	-12.8%
O=C(c1ccc(-n2cncn2)c([N+](=O)[O-])c1)N1CCN(S(=O)(=O)c2cccc(F)c2)CC1	2.9%	2.5%	22.1%	7.7%	-4.0%
COc1ccc2oc(C(=O)NCc3cc(OC)c(OC)cc3OC)c(C)c2c1	19.1%	i	26.0%	8.7%	1.4%
CCC(C)(C)NC(=O)C(c1cccn1C)N(C(=O)Cn1nnc2ccccc21)c1ccccc1OC (stereo unspecified)	-14.3%	7.9%	5.8%	-13.3%	-0.7%
O=C(Nc1ccc(N2CCCCC2)cc1)c1cccnc1	-1.2%	i	-1.7%	-2.4%	1.7%

Random excerpt: five records from the list.
SMILES	H1N1 NS1A inhibition	inhibitors of VEEV	tuberculosis growth	Salmonella PhoP GFP	M. tuberculosis HTS	others
COc1cccc(C2=NOC(C(=O)Nc3cccnc3Cl)C2)c1OC (stereo unspecified)	-3.5%	1.4%	41.7%	-1.3%	3.1%
CC(=O)Nc1ccc(OCC(O)Cn2nc(C)nc2C)cc1 (stereo unspecified)	-17.6%	i	-2.8%	0.0%	1.3%
CCC(C)(C)NC(=O)C(c1cccn1C)N(C(=O)Cn1nnc2ccccc21)c1ccccc1OC (stereo unspecified)	-14.3%	7.9%	5.8%	-13.3%	-0.7%
O=C1C(Cl)=C(N2CCOCC2)C(=O)N1c1cccc(Cl)c1	1.9%	i	?	-2.4%	3.48µM*
O=C(NCc1cccs1)C(=O)NCC(c1ccco1)N1CCN(c2ccccc2F)CC1 (stereo unspecified)	-6.3%	2.9%	27.0%	-3.3%	-5.5%

Additional compounds
SMILES	H1N1 NS1A inhibition	inhibitors of VEEV	tuberculosis growth	Salmonella PhoP GFP	M. tuberculosis HTS	others
COc1ccc(OC)c(/C=C/C(=O)N2C(=O)c3cccc(N)c3C2=O)c1	-6.7%	1.4%	-9.7%	-5.7%	-0.3%
COc1ccc(-c2cc(=O)oc3c(C)c(OCC(=O)N(C)C)ccc23)cc1	-4.4%	2.4%	14.9%	-0.1%	-1.3%
COc1ccc(C(=O)NCCc2cn3ccc(C)cc3n2)cc1	1.1%	1.5%	15.7%	0.6%	7.7%
O=C(c1cccn2c(=O)c3ccccc3nc12)N1CCN(Cc2ccc3c(c2)OCO3)CC1	-5.8%	i	-0.2%	3.6%	1.0%
CC1(C)CC(=O)C(C2c3ccccc3S(=O)(=O)c3ccccc32)C(=O)C1	9.1%	0.8%	4.8%	-9.7%	-4.2%
O=C(O)CC/C(=N/NC(=O)c1cccs1)c1ccccc1	7.8%	1.5%	53.1%	-2.2%	-0.6%
CCOc1ccc(/C(O)=C2/C(=O)C(=O)N(c3ccccn3)C2c2ccc(Cl)cc2)c(C)c1 (stereo unspecified)	2.6%	0.3%	39.6%	10.1%	-3.3%
COc1ccc(S(=O)(=O)Cc2ccc(C(=O)N3CCC(C(N)=O)CC3)o2)cc1	2.6%	0.0%	/	-10.5%	1.3%
CC(C)(C)N(Cc1ccccc1)C(=O)COC(=O)C1CCCCC1	-3.7%	i	2.5%	/	-5.5%
CCOc1ccc2nc(SCC(=O)NCC3CCCO3)sc2c1 (stereo unspecified)	-3.5%	6.7%	78.0%	/	3.6%
COc1ccc(S(=O)(=O)N(C)c2ccccc2)c2cccnc12	5.5%	i	2.6%	8.5%	8.4%
Cc1ccc(S(=O)(=O)CCC(=O)c2ccc(O)cc2O)cc1	3.1%	i	?	75.7µM*	?
O=C(Cn1c2c(c(-c3ccccc3Cl)cc1=O)CCC2)N1CCC2(CC1)OCCO2	-4.5%	0.5%	3.2%	-2.6%&-7.3%	1.1%
CCCCC(=O)Nc1nnc(S(=O)(=O)N(CC)c2ccc(OC)cc2)s1	14.9%	i	15.7%	-1.0%	-0.4%
C(=C\c1nc2ccccc2[nH]1)/c1ccccc1	2.2%	i	33.6%	3.5%	-8.4%
Cc1ccccc1NC(=O)C12CC3CCC1(C)C3(C)CO2 (stereo unspecified)	3.5%	i	-13.4%	-9.5%	-13.5%
Cc1c(C(=O)N2CCCCC2)oc2ccc(S(=O)(=O)N3CC(C)CC(C)C3)cc12 (stereo unspecified)	1.6%	3.4%	26.1%	-5.3%	6.8%
CCn1nnnc1SCC(=O)N1CCN(c2ccccc2)CC1	/	i	-1.6%	10.7%	-0.5%
C[C@@H]1CN([C@H](C)CO)C(=O)c2cc(NC(=O)Cc3cn(C)c4ccccc34)ccc2O[C@H]1CN(C)S(=O)(=O)c1ccc(F)cc1	12.1%	5.0%	25.1%	/	-5.7%
COc1ccc(-c2oc(=O)c3cc(OC)c(OC)cc3c2-c2cc(F)cc(OC)c2)cc1	-1.9%	9.5%	-8.1%	/	1.3%
CC1CCCN(S(=O)(=O)c2ccc(C(=O)Nc3nnc(-c4ccco4)o3)cc2)C1 (stereo unspecified)	-6.1%	8.0%	?	4.7%	?
COc1nc(-c2ccc(Cl)cc2)ccc1-c1noc(-c2ccco2)n1	-3.0%	2.6%	12.2%	-23.2%	6.7%
Cc1ccc2[nH]c3c(c2c1)CN(C(=O)CN1CCN(Cc2ccc4c(c2)OCO4)CC1)CC3	3.8%	6.8%	?	-8.0%	?
CCCN(CC1CC1)C(=O)COC(=O)c1ccc(C)cc1O	-2.4%	0.6%	?	/	?
C=C(C(=O)c1ccccc1)C(C)C(=C)C(=O)c1ccccc1	-9.3%	12.1%	?	-1.3%	47.0%
COc1ccccc1NC(=O)/C(C#N)=C/c1ccncc1	-13.7%	6.0%	7.9%	-5.2%	-2.4%
Cc1ccc2nc(-c3ccccc3)cc(C(=O)NCC3CCCO3)c2c1 (stereo unspecified)	/	8.7%	8.3%	9.9%	48.2%
COc1ccc(Br)cc1CN(C)C(=O)C1=CC=CN2CCS(=O)(=O)N=C12	0.9%	1.0%	9.8%	/	-4.9%
CCN(CC)S(=O)(=O)c1cc(NC(=O)CCn2[nH]c(=O)ccc2=O)ccc1C	1.5%	i	-3.2%	/	-2.8%
COc1cc(-c2nnc3n(CCc4ccccc4)c(=O)c4ccccc4n23)cc(OC)c1OC	-10.7%	9.9%	-4.2%	-3.6%	6.4%
N#Cc1ccc(Cl)cc1NC(=O)CSc1cccc[n+]1[O-]	8.7%	7.7%	1.0%	/	2.4%
O=C(Nc1ccccc1)c1cnc2n(c1=O)CCS2	2.0%	2.0%	/	-4.2%	-4.6%
CCN(CC(=O)Nc1ccc(NC(C)=O)cc1)C(=O)COc1ccc(C(=O)c2ccccc2)cc1	-5.0%	0.4%	17.2%	-4.4%	6.0%
C=C(C)C1CC=C(CN2CC(C)OC(C)C2)CC1 (stereo unspecified)	-15.3%	0.5%	-13.1%	2.0%	-4.9%
CNc1nc(SC)nc(N(C#N)CC(=O)OC)n1	5.6%	1.4%	10.3%	1.5%	3.8%
Nn1c(SCC(=O)Nc2nccs2)nncc1=O	1.2%	1.4%	-7.3%	-11.3%	-4.0%
Cc1cc(C)n(-c2cc(-c3ccccc3)nc(C)n2)n1	-7.9%	0.8%	15.8%	14.1%	7.7%
COc1ccc2c(c1)c(=O)oc1cc(OCC(=O)NC3CC3)ccc12	-3.9%	0.1%	2.7%	9.6%	8.7%
Cc1cc(OCC(=O)NC(C)c2ccccc2)ccc1[N+](=O)[O-] (stereo unspecified)	6.2%	0.4%	17.1%	-3.2%	-0.5%
CCn1c(SCc2nc3sc(C(=O)O)c(C)c3c(=O)[nH]2)nc2ccccc21	-0.4%	1.7%	-11.2%	-11.2%	-1.8%
O=Cc1cc(OCc2ccccc2)ccc1[B-](F)(F)F	-1.3%	5.3%	/	/	/
COc1ccc(Nc2nc(N)nc(CN3CCOCC3)n2)cc1	-8.2%	3.1%	18.7%	3.6%	-0.5%
O=C(CCN1C(=O)C2C3CC(C(Br)C3Br)C2C1=O)OCC(=O)c1ccccc1 (stereo unspecified)	-0.8%	0.5%	1.7%	1.3%	-2.1%
Cc1cc(C(=O)N2CCN(c3ccc(C(F)(F)F)cn3)CC2)c(C)o1	-2.7%	1.7%	16.4%	0.8%	7.5%
CCN1C(=O)C(CC(=O)Nc2ccc(F)cc2)N(Cc2ccc3c(c2)OCO3)C1=S (stereo unspecified)	1.5%	4.1%	25.3%	8.4%	2.2%
Cc1[nH]c2ccccc2c(=O)c1SC(F)(F)C(F)C(F)(F)F (stereo unspecified)	0.7%	0.1%	12.0%	-1.8%	-3.2%	inhibitors of VEEV 10K pilot screen=1.0
CCC(C)(C)NC(=O)COc1ccc(OCc2ccccc2)cc1	-1.5%	0.0%	68.3%	7.8%	-5.8%
CCN1CCN(CC(=O)Nc2ccc(Cl)c(S(=O)(=O)N(C)C)c2)CC1	19.1%	i	-6.7%	-1.3%	-0.8%
CCCN1CCN(C(=O)c2ccc(-c3ccc([N+](=O)[O-])cc3)o2)CC1	7.5%	0.5%	12.7%	/	-7.4%
COCCN(C(C)=O)c1nnc(-c2ccccn2)s1	7.3%	2.6%	-12.6%	1.2%	-4.7%
CC(C)CCN1C(Nc2ccccc2)=NC[C@@H]1CC(C)C	-3.7%	0.2%	18.8%	-0.8%	-0.9%	inhibitors of VEEV 10K pilot screen=0.0
O=S(=O)(Nc1ccc(Br)cc1)c1cccc2cccnc12	-21.2%	1.0%	-19.8%	-9.9%	2.8%
CCOc1ccc(N(CC(=O)N/N=C/c2cc(Br)c(C)o2)S(C)(=O)=O)cc1	1.5%	2.9%	-3.2%	3.2%	-5.0%
Cc1ccc(NC2=CC(=O)CC(c3ccc(Cl)cc3)C2)cc1 (stereo unspecified)	6.2%	4.1%	19.5%	-7.3%	2.8%
FC(F)(F)c1ccc2c(c1)NP(=S)(N1CCOCC1)c1nccn1-2 (stereo unspecified)	-9.2%	i	-1.6%	-7.3%	-1.3%
CCN1C(=O)CSc2ccc(C(=O)NCc3ccco3)cc21	20.8%	1.6%	13.3%	-3.5%	-15.7%

3 compounds already listed, ordered by formula weight, descending.
SMILES	H1N1 NS1A inhibition	inhibitors of VEEV	tuberculosis growth	Salmonella PhoP GFP	M. tuberculosis HTS	others
CCN1CCN(CC(=O)Nc2ccc(Cl)c(S(=O)(=O)N(C)C)c2)CC1	19.1%	i	-6.7%	-1.3%	-0.8%
COc1ccc(Nc2nc(N)nc(CN3CCOCC3)n2)cc1	-8.2%	3.1%	18.7%	3.6%	-0.5%
Cc1ccc(NC2=CC(=O)CC(c3ccc(Cl)cc3)C2)cc1 (stereo unspecified)	6.2%	4.1%	19.5%	-7.3%	2.8%
